FBW7 activator: FBW7 E3 ligase activators, primary screen, biochemical, AlphaScreen, human | 650,000 compounds, 0.13% hits | AID 1259310, 2017 | AlphaScreen FBW7–phospho-cyclin E peptide binding, activator screen | normalized activity (activation), % at 26.1 µM | F-box/WD repeat-containing protein 7 (Homo sapiens), Q969H0; in the data active means normalized activity above about 1.9%;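 further: purified mutant Fbw7 with reduced substrate affinity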
Target sequence (Q969H0 whole entry, looked up): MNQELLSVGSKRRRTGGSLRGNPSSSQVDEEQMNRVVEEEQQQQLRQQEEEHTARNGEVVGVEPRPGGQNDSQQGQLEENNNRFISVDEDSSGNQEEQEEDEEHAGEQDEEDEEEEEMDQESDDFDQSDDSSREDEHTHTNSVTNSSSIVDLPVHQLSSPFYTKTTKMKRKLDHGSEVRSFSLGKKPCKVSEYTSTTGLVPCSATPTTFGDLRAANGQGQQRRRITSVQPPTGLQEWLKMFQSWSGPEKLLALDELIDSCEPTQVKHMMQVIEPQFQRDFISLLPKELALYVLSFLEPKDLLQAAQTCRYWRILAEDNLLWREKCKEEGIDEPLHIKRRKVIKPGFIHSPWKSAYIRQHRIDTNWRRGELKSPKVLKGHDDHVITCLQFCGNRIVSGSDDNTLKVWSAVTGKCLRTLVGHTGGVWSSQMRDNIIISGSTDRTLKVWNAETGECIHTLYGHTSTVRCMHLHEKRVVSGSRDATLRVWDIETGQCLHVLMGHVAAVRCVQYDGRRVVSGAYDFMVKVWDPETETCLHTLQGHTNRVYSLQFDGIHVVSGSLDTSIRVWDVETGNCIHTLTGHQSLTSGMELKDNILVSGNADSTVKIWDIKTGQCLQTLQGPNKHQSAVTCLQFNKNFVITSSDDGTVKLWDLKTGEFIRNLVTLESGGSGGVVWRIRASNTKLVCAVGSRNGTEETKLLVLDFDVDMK
TEAD-YAP block: TEAD-YAP interaction inhibition, primary screen, TEAD-YAP interaction inhibitor project, luminescence, HEK-TIYL cells; TEAD-Gal4/YAP UAS-luciferase luminescence; inhibition, % at 9.12 µM; 640,000 compounds, 1.4% hits; AID 1259422, 2018; in the data active means inhibition above about 32%;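 further: 0% = median of test compound wells and 100% = reference inhibitor wells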
MITF primary: MITF inhibitors, primary screen, biochemical, AlphaScreen, human | AlphaScreen MITF homodimerization, bead proximity signal | inhibition, % at 2.6 µM | 650,000 compounds, 0.91% hits | AID 1259374, 2018; in the data active means inhibition above about 50%;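 further: 0% = vehicle wells with protein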
GPR151 activ: activators of human GPR151, primary screen, cell-based, PathHunter beta-arrestin, luminescence; G-protein coupled receptor 151 (Homo sapiens), Q8TDV0; PathHunter beta-arrestin GPR151 cells; activation, % at 11.2 µM; 650,000 compounds, 1% hits; AID 1508602, 2020; in the data active means activation above about 4.9%;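 further: 0% = median of compound wells and 100% = cells with positive control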
Target sequence (Q8TDV0 whole entry, looked up): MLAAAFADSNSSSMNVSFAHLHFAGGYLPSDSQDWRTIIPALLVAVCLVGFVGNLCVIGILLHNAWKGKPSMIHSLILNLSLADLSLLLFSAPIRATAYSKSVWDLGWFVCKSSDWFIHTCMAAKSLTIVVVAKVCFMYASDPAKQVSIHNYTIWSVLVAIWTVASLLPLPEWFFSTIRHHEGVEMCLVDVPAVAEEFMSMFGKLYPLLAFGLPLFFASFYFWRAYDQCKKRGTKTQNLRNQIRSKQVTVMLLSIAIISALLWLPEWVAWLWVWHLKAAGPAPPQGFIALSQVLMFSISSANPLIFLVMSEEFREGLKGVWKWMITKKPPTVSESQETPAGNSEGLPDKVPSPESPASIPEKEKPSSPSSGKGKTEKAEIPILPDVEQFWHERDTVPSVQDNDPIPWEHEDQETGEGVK
* hit, by the source's call; & = joins results of further samples. Compounds were not picked by outcome; overall some 3.4% were active at least once.

SMILES	FBW7 activator	TEAD-YAP block	MITF primary	GPR151 activ
CCC(=O)N(C1=C(NC)C(=O)c2ccccc2C1=O)C(C)C	-0.1	85*	-10	-1.6
CCOc1ccc(NC(=O)NNC(=O)c2cc(Br)ccc2O)cc1	-0.4	-8	-1	-0.7
CC(C)(CO)CNC(=O)c1cc(COc2ccc(F)cc2Cl)on1	0.2	-8	0	-0.1
COc1ccc(S(=O)(=O)NNC(=O)C(O)(c2ccccc2)c2ccccc2)cc1	0.1	13	-1	0.0
COC(=O)C1=C(C)N(Cc2cccnc2)C(=O)/C1=C\c1cccs1	0.6	-4	-7	-1.0
Cc1ccccc1N(CC(=O)N1CCN(C)CC1)S(=O)(=O)c1ccc(Cl)cc1	0.0	-2	11	0.5
CCCCOC(=O)c1ccc(NC(=O)c2cc3c(=O)n4cccc(C)c4nc3n2C)cc1	0.0	-8	5	-0.5
CC(C)N(CCNc1ncnc2c1nc(N1CCc3ccccc3C1)n2C(C)C)C(C)C	-0.2	3	5	-1.1
CCN(CC)CCN(C(=O)CCN1CCc2ccccc21)C(C)C(=O)NC1CCCCC1 (stereo not drawn)	0.4	4	18	0.0
CN(Cc1ccc(C(C)(C)C)cc1)Cc1cccc2ccccc12	0.3&0.6	9	2&-7	-1.7&2.5

4 successive compounds out of the list so far, for reference:
SMILES	FBW7 activator	TEAD-YAP block	MITF primary	GPR151 activ
CC(C)(CO)CNC(=O)c1cc(COc2ccc(F)cc2Cl)on1	0.2	-8	0	-0.1
COc1ccc(S(=O)(=O)NNC(=O)C(O)(c2ccccc2)c2ccccc2)cc1	0.1	13	-1	0.0
COC(=O)C1=C(C)N(Cc2cccnc2)C(=O)/C1=C\c1cccs1	0.6	-4	-7	-1.0
Cc1ccccc1N(CC(=O)N1CCN(C)CC1)S(=O)(=O)c1ccc(Cl)cc1	0.0	-2	11	0.5

(next part)
SMILES	FBW7 activator	TEAD-YAP block	MITF primary	GPR151 activ
CC(C)(C)CC(=O)OCC(=O)Nc1ccc(C(N)=O)cc1	-0.1	18	-4	-0.8
O=C(NC1(c2ccccc2)CCCC1)c1ccc(Cn2cccn2)o1	-0.1	4	6	0.2
Cc1cc(C)c2nc(SCCC#N)nc(C)c2c1	1.6	-21	14	3.2
Cc1ccc(S(=O)(=O)N(CCC(=O)N2CCCCC2)Cc2c(Cl)cccc2Cl)cc1	0.1	7	4	2.3
Cc1cc(NCCCN2CCCC2=O)nc(Nc2nc3ccccc3n2C)n1	-0.1	8	1	0.5
COc1ccc(N2CCN(c3nc(Cl)nc(Nc4ccc(F)cc4)n3)CC2)cc1	0.0	4	5	-0.2
N#Cc1cc2cc3c(cc2nc1NCCNC(=O)Nc1ccc(F)cc1F)OCO3	0.3	5	11	0.5
CC(C)COC(=O)c1ccc(NC(=O)c2cncc(Br)c2)cc1	-0.2	2	-10	-0.2
O=C(Nc1nc(=S)ss1)c1ccc([N+](=O)[O-])cc1	0.1	9	19	-0.4
c1ccc2[nH]c(CNc3ccnc(-c4ccc(N5CCOCC5)nc4)n3)nc2c1	-0.1	-14	-18	0.0
Cc1nn(C(C)C(=O)NCc2cccc(Cl)c2)c(=O)c2c1sc1ccccc12 (stereo not drawn)	0.3	4	7	0.3
Cc1cccn2c(NCC3CCCO3)c(-c3ccc(F)cc3)nc12 (stereo not drawn)	0.2	-21	0	0.0
Cc1cccc(OCC(=O)N/N=C/c2ccc(Cl)c([N+](=O)[O-])c2)c1	0.2	7	17	0.4
O=C(Nc1nc2ccccc2s1)C(Cl)Cl	0.0	8	2	-1.1
CCC(C)NC(=O)c1ccc(C(=O)c2ccccc2)cc1 (stereo not drawn)	0.3	-17	6	-1.2
CCn1c(COc2ccccc2)nc2ccccc21	-0.1	-24	2	-0.1
CCCNC(=O)NC(=O)COC(=O)c1c(C)cc(C)cc1C	0.0	0	-12	-2.2
CC1CN(Cc2ccccc2)Cc2ccccc2O1 (stereo not drawn)	-0.1	-1	0	-0.5
COc1ccccc1N1CCN(C(c2ccccn2)c2nnnn2C2CCCCC2)CC1 (stereo not drawn)	-0.1	4	0	3.4
O=C(CCN1CCn2cnnc2C1)N1c2ccccc2Sc2ccccc21	1.0	-11	27	-1.8

Part of the list above in order of SMILES length, descending:
SMILES	FBW7 activator	TEAD-YAP block	MITF primary	GPR151 activ
Cc1nn(C(C)C(=O)NCc2cccc(Cl)c2)c(=O)c2c1sc1ccccc12 (stereo not drawn)	0.3	4	7	0.3
Cc1cccn2c(NCC3CCCO3)c(-c3ccc(F)cc3)nc12 (stereo not drawn)	0.2	-21	0	0.0
CCCNC(=O)NC(=O)COC(=O)c1c(C)cc(C)cc1C	0.0	0	-12	-2.2
O=C(Nc1nc2ccccc2s1)C(Cl)Cl	0.0	8	2	-1.1

One compound at a time (already shown). Order of screens: FBW7 activator | TEAD-YAP block | MITF primary | GPR151 activ
Shown for CCC(C)NC(=O)c1ccc(C(=O)c2ccccc2)cc1 (stereo not drawn) = 0.3 | -17 | 6 | -1.2
Shown for CCn1c(COc2ccccc2)nc2ccccc21 = -0.1 | -24 | 2 | -0.1
Shown for CCCNC(=O)NC(=O)COC(=O)c1c(C)cc(C)cc1C = 0.0 | 0 | -12 | -2.2
Shown for O=C(Nc1nc2ccccc2s1)C(Cl)Cl = 0.0 | 8 | 2 | -1.1
Shown for O=C(CCN1CCn2cnnc2C1)N1c2ccccc2Sc2ccccc21 = 1.0 | -11 | 27 | -1.8

(more compounds)
SMILES	FBW7 activator	TEAD-YAP block	MITF primary	GPR151 activ
Cc1ccc(NC(=O)CSCC(O)C(F)(F)F)c(Cl)c1 (stereo not drawn)	0.0	10	-2	-1.7
CC(=O)N(Cc1cccnc1)Cc1cc2cc(C)c(C)cc2nc1Cl	0.0	7	0	0.7
C=CCNC(=O)C1CCN(S(=O)(=O)c2ccc(Br)cc2)CC1	0.1	8	-3	5.7*
CC(=O)Nc1sc2c(c1CN1CCN(c3ccccc3)CC1)CCCC2	-0.3	2	0	0.6
O=C1CC2(CCN(S(=O)(=O)c3ccccc3F)CC2)Oc2ccccc21	0.0	10	-7	0.1
Cc1cc(NC(=O)CC2SC(=Nc3ccccc3)NC2=O)no1 (stereo not drawn)	0.0	-1	6	-0.6
COc1ccc(O)c(C(=O)c2cnc3c(c2)c(C)nn3-c2ccccc2)c1	-0.3	6	13	0.5
COC(=O)c1ccc(Oc2nc(OC)nc(N(C)C)n2)cc1	0.0	-6	-13	0.3
O=C(c1ccncc1)N1CC[C@@H]2[C@H](CCCN2C(=O)C(c2ccccc2)C2CCCC2)C1 (stereo partly drawn)	-0.3	-10	0	-0.9
NC(=O)/C=C/C(=O)Nc1ccccc1	0.1	-1	-3	-1.5
Cc1nc2c(-c3ccc(F)cc3)c(C)nn2c(C)c1CCC(=O)NCc1ccco1	-0.2	-11	8	1.2
N#Cc1c(Nc2ccccc2)sc(C(=O)c2ccc(-c3ccccc3)cc2)c1N	-0.1	10	-11	-1.0
CCOc1ccc(NS(=O)(=O)c2ccc(F)c(Cl)c2)cc1	0.1	7	12	-1.2
O=C(CSc1nnc2c(n1)[nH]c1ccccc12)c1ccc(Cl)cc1	0.1	-6	0	-0.3
Cn1c(=O)c2c(nc3n(CC(O)c4ccccc4)c(C45CC6CC(CC(C6)C4)C5)cn23)n(C)c1=O (stereo not drawn)	-0.2	-8	-8	2.6
c1ccc(-c2nc(NCCN3CCOCC3)c3ncn(-c4ccccc4)c3n2)cc1	0.3	28	16	0.4
CCN1C(=O)C(C(=O)COc2ccc(Cl)cc2)C(=O)N(CC)C1=S	0.0	6	4	0.5
CN(C)c1cccc(OCC(=O)NNC(=S)Nc2ccccc2)c1	0.3	-10	23	-2.3
COc1ccc(Cl)cc1NC(=O)CC1Oc2ccc(C)cc2NC1=O (stereo not drawn)	0.9	10	13	-1.4
CSc1ccccc1C(=O)C1CCCN(C(=O)Cn2nc3ccccc3n2)C1 (stereo not drawn)	-0.2	-10	10	-0.8
O=S(=O)(c1ccc(-n2cnnn2)cc1)N1CCN(Cc2ccccc2)CC1	0.0	0	-2	-0.3
CNc1oc(-c2ccc(Cl)cc2Cl)nc1S(=O)(=O)c1ccccc1	0.0	-12	14	1.0
Cc1cc2nc3s/c(=C\c4ccc(OC(=O)N5CCOCC5)cc4)c(=O)n3c2cc1C	-0.1	-12	-7	3.0
COc1ccccc1CNC(=O)c1ccc(N2CCc3ccccc32)c([N+](=O)[O-])c1	-0.5	2	13	-0.8
COc1cccc(Cn2nnc3c(cnn3-c3ccc(F)cc3)c2=O)c1	1.0	-2	18	-2.2
O=C(CCC(=O)OCC(F)(F)C(F)F)NC1CCCCC1	0.0	2	0	0.0
CCn1nnc2c(SCC(=O)N(C)c3ccccc3)ncnc21	-0.2	3	5	0.0
Cc1sc2nc(C(C)C)n3c(SCC(=O)O)nnc3c2c1C	-0.2	-8	1	0.4
COc1ccc(N2CCN(C(CNC(=O)c3cccs3)c3ccc4c(c3)OCO4)CC2)cc1 (stereo not drawn)	0.1	-22	17	1.9
COc1ccc(-n2cnnc2SCC(=O)Nc2ccc(C(N)=O)cc2)cc1	0.1	-1	-5	-1.0
O=C1CC[C@@H](C(=O)N2CSC[C@H]2C(=O)O)N1	-0.1	-10	-8	-1.5
COc1cc2nc(Nc3cccnc3)nc(Nc3cc(OC)c(OC)c(OC)c3)c2cc1OC	0.0	11	11	-0.6
COc1ccc(-n2cc(-c3ccccc3)c3c(Nc4ccc(Cl)cc4)ncnc32)cc1	0.5	4	11	-2.2
COc1ccc(CC(=O)Nc2c3c(nn2-c2cccc(C)c2C)CS(=O)(=O)C3)cc1	0.0	12	4	0.0
Cc1ccc(C)c(NC(=O)C23CC4CC(CC(O)(C4)C2)C3)c1	0.5	3	5	0.5
CCCS(=O)(=O)N1CCCc2cc(NC(=O)NCc3ccc(Cl)cc3)ccc21	0.0	17	8	0.1
COc1cc2ccccc2cc1C(=O)Nc1cc(-c2nc3ncccc3o2)ccc1C	0.0	7	-2	-0.5
COc1ccc(-c2cc(C(F)(F)F)n3nc(C(=O)Nc4ccccc4SC)cc3n2)cc1	-0.1	3	-13	-0.4
C=CCn1c(C)nnc1SCC(=O)NCC12CC3CC(CC(C3)C1)C2	0.2	-7	21	-2.6
Cc1noc(/C=C/N(C)C)c1S(=O)(=O)N1CCCCC1	0.0	0	3	0.6
CC(C)CN1C(=O)NC(Cc2cccc(F)c2)(C2CCN(Cc3ncc[nH]3)CC2)C1=O (stereo not drawn)	-0.1	-1	-3	1.2
Cc1ccc(/C=N\NC(=O)c2cc([N+](=O)[O-])cc([N+](=O)[O-])c2)o1	0.0	1	13	-0.3
CCC(C(=O)N(c1ccc(OC)cc1)C1C=CS(=O)(=O)C1)c1ccccc1 (stereo not drawn)	0.0	-6	-11	1.9
O=C(NCC1CCCO1)c1cc(NC(=O)c2ccccc2)cc(NC(=O)c2ccccc2)c1 (stereo not drawn)	0.0	2	4	-0.3
Cc1csc(C(=O)NN)c1-n1cccc1	0.0	-6	-2	-0.7
CCOc1ccc2nc(Nc3nc(CSc4ccc(C)cc4)cc(=O)[nH]3)nc(C)c2c1	-0.1	5	1	0.7
CCOc1cccc(C(=O)Nc2ccc3ccccc3c2)c1	0.0	58*	10	-3.6
CCN(CC)c1ccc2c(Cl)c(Br)c(=O)oc2c1	6.2*	1	6	-0.5
CCOCCCN1C(=O)CN(C2CCCCCC2)C(=O)C1c1ccc(C)cc1 (stereo not drawn)	0.0	4	13	-0.5
Cc1ccc(S(=O)(=O)N(CCCO)Cc2cc3ccc(C)c(C)c3[nH]c2=O)cc1	-0.1	1	-8	0.5

The final 2 entries of the part before open the next one.
SMILES	FBW7 activator	TEAD-YAP block	MITF primary	GPR151 activ
CCOCCCN1C(=O)CN(C2CCCCCC2)C(=O)C1c1ccc(C)cc1 (stereo not drawn)	0.0	4	13	-0.5
Cc1ccc(S(=O)(=O)N(CCCO)Cc2cc3ccc(C)c(C)c3[nH]c2=O)cc1	-0.1	1	-8	0.5
COc1ccccc1N1C(=O)c2cccc(Oc3ccc(Cl)cc3)c2C1=O	0.8	4	14	0.9
Cc1cc(N2CCOCC2)cc(C)[n+]1OC(=O)N(c1ccccc1)c1ccccc1	0.1	19	-11	0.5
CCCNC(=O)Cn1cnc2sc(C(=O)Nc3ccc(Oc4ccccc4)cc3)c(C)c2c1=O	0.1	3	2	2.4
CC(C)=CCN1CCN(Cc2ccc3ccccc3n2)CC1CCO (stereo not drawn)	0.0	8	6	-0.6
O=c1[nH]cc(S(=O)(=O)Nc2ccccc2)c(=O)[nH]1	-0.1	4	1	0.8
COC(=O)CN1C(=O)C2(C(C#N)=C(N)Oc3c2c(=O)oc2ccccc32)c2ccccc21 (stereo not drawn)	0.0	-3	-7	-1.8
O=[N+]([O-])c1ccc(C2CC2)c([N+](=O)[O-])c1	-0.3	-6	2	-0.1
CCc1ccc(C(=O)N2CCCC2)s1	-0.1	-16	-8	1.2
CC(C)C(=O)N1CCCc2ccc(NC(=O)c3ccccc3Br)cc21	0.7	-8	20	1.1
CC(=O)c1ccc(/C=C2\SC(=S)N(C)C2=O)o1	0.0	10	10	1.6
O=C(/C=C/c1ccc(Cl)cc1Cl)Nc1ccccc1Cl	0.1	-63	-35	-0.6
COc1cc(-c2cc(C(N)=O)on2)ccc1O	0.1	7	4	0.0
CCOC(=O)C1=C(C)Nc2nc(-c3ccccc3)nn2C1c1ccc(C)o1 (stereo not drawn)	-0.1	-3	2	1.2

Screens as filed in PubChem BioAssay.
